EBI2 antag = EBI2 receptor antagonists, beta-arrestin recruitment, primary screen, cell-based, luminescence, 7a,25-OHC stimulation, uHTS | G-protein coupled receptor 183 (Homo sapiens), P32249 | 7a,25-OHC stimulated | inhibition, % at 5 µM | hit rate 0.81% among 360,000; in the data active means inhibition above about 38%;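 further: enzyme fragment complementation signal reports receptor beta-arrestin coupling in cells; 0% = agonist plus DMSO wells and 100% = wells without agonist; some results beyond the cut were filed as inactive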
Target sequence (P32249 whole entry, looked up, the tested form may be a part): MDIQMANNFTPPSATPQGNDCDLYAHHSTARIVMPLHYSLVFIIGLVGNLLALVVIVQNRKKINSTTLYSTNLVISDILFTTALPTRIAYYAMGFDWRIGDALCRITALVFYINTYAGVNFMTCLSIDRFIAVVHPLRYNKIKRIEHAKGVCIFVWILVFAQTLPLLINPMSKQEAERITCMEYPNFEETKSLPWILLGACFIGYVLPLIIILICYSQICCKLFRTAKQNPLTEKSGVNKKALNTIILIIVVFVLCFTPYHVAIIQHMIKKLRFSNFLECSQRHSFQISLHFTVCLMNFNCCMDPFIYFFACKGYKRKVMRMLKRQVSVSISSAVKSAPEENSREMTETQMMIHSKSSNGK
CCR6 antagonist = CCR6 receptor antagonists, primary screen, cell-based, CHO-K1, luminescence, beta-arrestin, uHTS; C-C chemokine receptor type 6 (Homo sapiens), P51684; CHO-K1 CCR6 PathHunter beta-arrestin, CCL20-stimulated; inhibition, % at 20 µM; hit rate 0.49% among 340,000; AID 493098, 2011;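 active means compounds whose inhibition of the agonist-driven luminescence signal at 20 µM reaches about 50%, limit read from the data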;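 further: cells stimulated with CCL20 at 14 nM final; plate controls were DMSO with CCL20 for no effect and DMSO without agonist for full effect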
Target sequence (P51684 whole entry, looked up): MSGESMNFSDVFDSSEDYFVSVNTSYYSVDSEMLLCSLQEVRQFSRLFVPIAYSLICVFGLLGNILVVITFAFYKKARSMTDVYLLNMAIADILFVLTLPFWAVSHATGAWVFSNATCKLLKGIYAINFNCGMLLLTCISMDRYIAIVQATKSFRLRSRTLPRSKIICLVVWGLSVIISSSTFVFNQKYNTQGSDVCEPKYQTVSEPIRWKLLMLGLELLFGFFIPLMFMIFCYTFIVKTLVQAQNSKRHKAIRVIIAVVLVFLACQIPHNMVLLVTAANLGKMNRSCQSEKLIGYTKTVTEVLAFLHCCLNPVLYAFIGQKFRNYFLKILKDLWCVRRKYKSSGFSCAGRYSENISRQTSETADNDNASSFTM
Gli-Sufu block = Gli-Sufu pathway antagonists, primary screen, luciferase luminescence, Sufu-KO-LIGHT cells, uHTS; Sufu-KO-LIGHT fibroblasts, Gli luciferase reporter luminescence; inhibition, % at 5 µM; hit rate 0.74% among 340,000; AID 588413, 2011;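 active means inhibition above about 55%, limit read from the data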;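 further: 0% = DMSO-treated cells and 100% = wells with medium but no cells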
An asterisk follows results filed as active. The list is partial; count on the stated rates, not on these rows.

Under each structure: EBI2 antag	CCR6 antagonist	Gli-Sufu block
COC(=O)c1cc(OC)c(OC)cc1NC(=S)Nc1cccc(C(C)=O)c1
→ -1.2	7.0	-7.7
Nc1cccc2[nH]c(=O)c3ccccc3c12
→ -11.7	-10.5	4.7
COc1cc(OC)c(OC)cc1/C=C/c1ccnc2ccccc12
→ 14.9	7.1	-2.5
CN(C)c1ccc(N=Nc2ccc3ncccc3c2)cc1
→ 20.8	36.6	-126.7
COc1ccc(-c2cccc3c2C2CC3CCN2C(=O)OCc2ccccc2)cc1 (stereo unspecified)
→ 2.8	16.3	1.5
Cc1cc(NC(=S)N(Cc2cccc(Br)c2)CC2CCC(C(=O)O)CC2)ccc1Cl (stereo unspecified)
→ 9.4	13.7	2.2
CCOC(=O)C1CC2=C(CCCC2=O)N(Cc2ccccc2)C1=O (stereo unspecified)
→ -5.4	-2.8	-1.1
O=C(NCCCN1CCCC1=O)c1ccc2c(c1)NC(=O)C(N1CCOCC1)S2 (stereo unspecified)
→ -0.9	-0.2	-23.0
CCOP(=O)(OCC)/C(C#N)=C/c1cc(OC)ccc1OC
→ 0.1	1.4	-2.4
COc1cccc2c1cc1c(=O)n(CC(=O)N3CCCC3)nc(C)n12
→ -9.9	13.5	-3.1
CN(C)C(=O)CSc1nnc(-c2ccco2)n1-c1ccccc1
→ 3.8	13.7	-8.1
Cn1c(=O)c2[nH]c(CCCCCCCc3nc4ccccc4[nH]3)nc2n(C)c1=O
→ -1.5	4.2	19.4
CC(Cc1ccccc1)N1CCCC1=O (stereo unspecified)
→ 0.2	2.5	2.7
C=C(CN(C)C)C(=O)c1ccc(C)cc1C
→ 10.5	107.8*	0.1
Cc1cc(C)c(OCC(=O)Nc2ccc(NC(=O)c3ccco3)cc2)c([N+](=O)[O-])c1
→ 14.6	14.6	3.2
CCOC(=O)/C(=C\c1ccc(N2CCC(c3ccccc3)=N2)cc1)C(C)=O
→ 47.9*	18.2	-43.1
O=C(Nc1cccc(C(=O)N2CCCCC2)c1)C1CCCC1
→ -22.8	5.2	-26.1
CC(C)c1ccc(S(=O)(=O)N2CCC(C(=O)N3CCN(c4cccc(Cl)c4)CC3)CC2)cc1
→ 8.8	3.9	42.7
CCOC(=O)/C(C#N)=C/c1ccc(OC(=O)c2ccccn2)cc1
→ -3.8	13.3	6.9
CSCCC(=O)Nc1nc(-c2ccccn2)cs1
→ -23.0	-7.0	25.2
Cc1cc(NC(=O)c2ccc(S(=O)(=O)N3CCCC3)cc2)nc2c1c(=O)oc1ccccc12
→ -0.6	14.1	29.4
CC1CC(C)(C)NC2(CCCC2)N1 (stereo unspecified)
→ -9.6	3.2	1.9
C=CCc1cccc2cc(C(=O)Nc3ccc(S(=O)(=O)Nc4nnc(CC)s4)cc3)c(=O)oc12
→ 0.9	19.1	-2.0
COc1ccc(NC(=O)c2cc(S(=O)(=O)N3CCCCC3)ccc2C)cc1S(=O)(=O)N1CCOCC1
→ 2.6	-5.1	-0.8
Cc1ccc(O)c(C(=O)C=Cc2ccccc2)c1
→ 15.4	36.7	4.4
C#CCNS(=O)(=O)c1ccc(F)cc1Br
→ -1.5	1.5	-32.0
Cc1c(Cl)cc(C(C)C)c(O)c1CN1CCOCC1
→ 0.2	19.3	4.2
NC(=N\N=Cc1ccco1)/C(N)=N/N=Cc1ccco1
→ 2.3	-3.4	-22.4
O=C(C=C(C(=O)c1ccccc1)c1ccccc1)c1ccccc1
→ -2.5	27.5	0.8
O=C(O)c1ccc(NC(=S)Nc2ccc(S(=O)(=O)Nc3ccccn3)cc2)cc1
→ -2.6	16.3	12.1

Shown with tabs: entries from further up.
SMILES	EBI2 antag	CCR6 antagonist	Gli-Sufu block
Cc1cc(NC(=O)c2ccc(S(=O)(=O)N3CCCC3)cc2)nc2c1c(=O)oc1ccccc12	-0.6	14.1	29.4
CC1CC(C)(C)NC2(CCCC2)N1 (stereo unspecified)	-9.6	3.2	1.9
C=CCc1cccc2cc(C(=O)Nc3ccc(S(=O)(=O)Nc4nnc(CC)s4)cc3)c(=O)oc12	0.9	19.1	-2.0
COc1ccc(NC(=O)c2cc(S(=O)(=O)N3CCCCC3)ccc2C)cc1S(=O)(=O)N1CCOCC1	2.6	-5.1	-0.8
Cc1ccc(O)c(C(=O)C=Cc2ccccc2)c1	15.4	36.7	4.4

The list goes on:
Under each structure: EBI2 antag	CCR6 antagonist	Gli-Sufu block
COc1ccc(CC(=O)Nc2cccc(S(=O)(=O)N3CCCCCC3)c2)cc1OC
→ 14.8	15.1	52.7
COc1ccccc1C=NN=C(NN=Cc1ccccc1OC)NN=Cc1ccccc1OC
→ -30.1	19.5	-27.0
CC(=NNC(N)=O)C1=C(O)C(C(C)C)NC1=O (stereo unspecified)
→ 9.3	5.7	1.0
COc1ccccc1-c1c(C)oc2c(CN3CCN(CCO)CC3)c(O)ccc2c1=O
→ -9.2	0.5	-3.1
CCC1(c2ccccc2)C(=O)N=C(N)N(C#N)C1=O (stereo unspecified)
→ -7.3	7.9	12.2
CCOc1ccc(NC(=S)N2CCC(C(=O)c3ccc(F)cc3)CC2)cc1
→ 14.8	8.9	8.7
COC(=O)c1sc(C(F)(F)F)c(-c2ccccc2)c1S(=O)(=O)N1CCOCC1
→ -4.0	6.4	-3.9
Cc1nc2ccccc2nc1N1CCCCC1
→ -4.4	1.8	0.2
CCC(C)/C(C)=N/NC(=O)c1ccc(COc2ccc(Cl)c(C)c2)cc1 (stereo unspecified)
→ 1.4	12.7	-26.8
Cc1ccc(C)c(NC(=O)CCOc2ccccc2)c1
→ -11.1	18.4	6.3
CC(C)C[C@H]1CN([C@@H](Cc2ccc(O)cc2)CN2CCC[C@@H]2CN2C(=O)C(=O)NC[C@@H]2Cc2ccccc2)C(=O)C(=O)N1CC1CCCCC1
→ -2.3	9.5	-0.5
N=C1c2ccccc2-c2ccccc21
→ -0.1	6.4	-27.5
O=C(Oc1ccc(Nc2ncnc3ccccc23)cc1)c1cccnc1
→ -1.3	-10.3	-9.0
OCC1OC(n2cnc3c(NCc4ccccc4O)ncnc32)C(O)C1O (stereo unspecified)
→ -7.0	-11.9	30.5
CC(=NNc1ccccc1)C(C)=NNc1ccccc1
→ 6.4	9.3	8.4

Quoted from the listing.
EBI2 antag result of Cc1nc2ccccc2nc1N1CCCCC1 → -4.4
EBI2 antag result of N=C1c2ccccc2-c2ccccc21 → -0.1
Gli-Sufu block result of COc1ccccc1C=NN=C(NN=Cc1ccccc1OC)NN=Cc1ccccc1OC → -27.0
Gli-Sufu block result of CCOc1ccc(NC(=S)N2CCC(C(=O)c3ccc(F)cc3)CC2)cc1 → 8.7
CCR6 antagonist result of COc1ccccc1-c1c(C)oc2c(CN3CCN(CCO)CC3)c(O)ccc2c1=O → 0.5
CCR6 antagonist result of COc1ccc(CC(=O)Nc2cccc(S(=O)(=O)N3CCCCCC3)c2)cc1OC → 15.1

Next section:
Under each structure: EBI2 antag	CCR6 antagonist	Gli-Sufu block
Oc1ccccc1/C=N/Nc1ccnc(SCc2ccccc2)n1
→ 15.0	17.8	5.4
CCOC(=O)N1CCN(CC(O)COCc2ccc(Cl)cc2)CC1 (stereo unspecified)
→ -9.6	8.6	0.2
CCCC(N)CCCCCC(=O)O (stereo unspecified)
→ -12.2	4.4	12.5
CC1(C)CC[C@]2(C(=O)O)CC[C@]3(C)C(=CCC4[C@@]5(C)CC[C@H](O)C(C)(C)C5CC[C@]43C)C2C1 (stereo partly specified)
→ 0.3	-15.6	-9.7
CC1CC(C)(C)CC2(C1)NC(=O)N(CC(=O)OCC(=O)Nc1cc(S(=O)(=O)N3CCCCC3)ccc1Cl)C2=O (stereo unspecified)
→ -8.6	7.1	-3.6
NNC(=O)c1oc2nc(-c3ccc(Cl)cc3)cc(-c3ccccc3)c2c1N
→ 7.1	15.3	0.7
Cn1c(=S)[nH]c2scc(-c3cccs3)c2c1=O
→ -2.1	3.4	3.6
Cc1cc(C)n(Cc2ccc(Cl)c(Cl)c2)c(=O)c1S(=O)(=O)c1ccccc1
→ 5.7	18.0	18.1
CCN(CC)CCN(C(=O)/C=C/c1cccs1)c1nc2ccc(OC)cc2s1
→ -12.0	5.6	4.6
Fc1ccc(-c2nnc(CN3CCC(c4nc5ccccc5s4)CC3)o2)cc1
→ 1.2	9.1	8.3
CN1OC[C@@H]2CN[C@H](c3cccc(-c4ccccc4)c3)C[C@@H]21
→ 5.3	12.7	-0.1
CN1C=CC(=O)[C@@H](OC(=O)Nc2ccc(Br)cc2)[C@H]1c1ccccc1Br
→ 2.4	0.8	15.7
COC(=O)c1cccc(NC(=O)CCCOc2ccccc2)c1
→ -6.8	11.0	-13.0
COC(=O)c1ccc(C(=O)NC(=S)Nc2nc3c(s2)CCCC3)cc1
→ 8.7	26.7	-37.0
CCN(CC(=O)Nc1ccccc1C(F)(F)F)C(=O)c1ccccc1OCc1ccc(F)cc1
→ 10.3	8.0	5.8
O=C(Cn1c2c(sc1=O)C1c3ccccc3OCC1CS2)Nc1ccc(Cl)c(Cl)c1 (stereo unspecified)
→ 2.9	17.1	-4.9
O=C(O)c1cc(N/N=C/c2ccc3c(c2)OCCO3)ccc1Cl
→ -2.2	-4.9	-84.7
CCOc1ccccc1C=NNC(=O)CCCCC(=O)NN=Cc1ccccc1OCC
→ -1.6	15.8	5.7
COc1cccc(NC(=O)CN(C)C(=O)CC2CCCC2)c1
→ 4.6	-1.0	-3.5
C[C@H](O)[C@@H]1C(=O)N2CCc3ccc(-c4cccc(F)c4)cc3[C@@H]2C[C@@H]1N(C)C(=O)Nc1ccccc1
→ 1.0	-0.8	-2.3
Nc1ccc2c(c1)C(=O)c1ccc(Cl)cc1-2
→ -0.9	13.8	-6.5
CCOc1ccc(/C=C(/C#N)c2nnc(N3CCOCC3)n2-c2ccccc2)cc1OC
→ 4.0	4.3	4.2
CCN(C(=O)COC(=O)c1ccc(-n2c(C)ccc2C)cc1)c1c(N)n(Cc2ccccc2)c(=O)[nH]c1=O
→ -9.3	13.0	6.2
CN(C)CCNc1ccc2nnn3c4ccc(O)cc4c(=O)c1c23
→ 7.3	11.0	9.1
Cc1nc(Cl)sc1C(=O)Nc1cccc(C(F)(F)F)c1
→ -5.3	10.7	7.1
C=CCn1c(SCCN)nnc1-c1cccc(S(=O)(=O)N2CCOCC2)c1
→ -7.1	0.7	-0.8
COc1ccc(Cn2c(C)nc3oc4cc(OC)ccc4c(=O)c3c2=O)cc1
→ 1.9	-0.2	-7.0
N=C(N)SCc1cn(-c2ccccc2)nc1-c1ccc(Br)cc1
→ -23.4	44.9	10.4
CCc1cc(C(=O)Nc2cc(S(=O)(=O)N3CCOCC3)ccc2N2CCN(CC)CC2)sc1C
→ -1.6	4.0	16.9
CC(C)(C)S(=O)N1Cc2cn(Cc3ccccc3)c(=O)cc2[C@H]1CCO (stereo partly specified)
→ -1.8	4.1	-6.3
O=C(Nc1cccc(C(=O)N2CCCCC2)c1)c1ccccc1
→ 0.7	9.2	-16.3
O=C(Cc1ccccc1)c1ccc(N2CCOCC2)cc1
→ 4.7	6.4	-37.1
c1ccc2nc(N3CCCC3)c(N3CCCCC3)nc2c1
→ -3.0	4.9	2.0
COc1ccc(C(CNC(=O)C(C)(C)Oc2ccc(Cl)cc2)N2CCOCC2)cc1 (stereo unspecified)
→ -1.9	11.9	11.1
COc1ccc2[nH]c3c(C)c4cc[n+](C)cc4c(C)c3c2c1
→ 10.4	-0.9	12.1
COC1OC(CO)C(N=C(C)C)C1O (stereo unspecified)
→ -3.9	-3.5	-36.8
CC(O)C(NS(=O)(=O)c1ccc(Cl)cc1)C(=O)OCC(=O)c1ccc2c(c1)NC(=O)CO2 (stereo unspecified)
→ -4.4	4.7	1.3
CC(C)CN1CCC(=O)NC1=S
→ 5.6	-10.3	-1.9
O=C(NNC(=O)c1ccc(Br)o1)c1ccc(NS(=O)(=O)c2cccs2)cc1
→ -2.1	7.7	3.5
N#C/C(=C/C1=C(N2CCOCC2)C(=C/c2ccc(Cl)cc2Cl)/CC1)C(=O)Nc1ccccc1F
→ 18.3	42.8	-9.8
O=C1C(Cl)=C(Nc2ccccc2)C(=O)c2ccccc21
→ 25.4	53.1*	6.3
O=C(Cc1ccccc1)NCCCNC(=O)Cc1ccccc1
→ 1.3	8.5	-9.4
O=c1cc(SCc2ccc(Cl)cc2Cl)nc[nH]1
→ -6.4	-8.5	-0.7
O=C(/C=C1\C(=O)Nc2ccccc21)/C=C1\C(=O)Nc2ccccc21
→ 40.8*	37.8	4.9
Cc1cc(O)c(C(C)C)cc1NC(=O)Nc1ccc([N+](=O)[O-])cc1
→ 1.7	10.9	1.9

Source: PubChem (Sanford-Burnham Center for Chemical Genomics)
